# Screens as filed in PubChem.
# IL2 activator = qHTS of IL-2 Activators | IL-2 activation reporter assay, cell-based qHTS; stimulated with anti-CD3/CD4/CD28 beads; in transgenic mouse T cells | activation, % (series mostly up to about 46 µM) | 360,000 tested, 0.065% active | AID 652025, 2013; in the data active means activation above about 50%; inconclusive means mostly about 30% to 49%; further: 0% is about no effect
#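 Using fluorescent plate cytometry, EGFP and DsRed are detected in transgenic mouse T cells stimulated 18 h at 37 degrees C with antibody-coated beads after 60 min compound pretreatment.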
# PLK1 PBD inh = qHTS for Inhibitors of PLK1-PDB (polo-like kinase 1 - polo-box domain): Primary Screen; Plk1 PBD binding of FITC phosphopeptide, fluorescence polarization; Potency, µM, for inactives: max response, negative = inhibition, usual class: inhibitors; 360,000 tested, 2.8% active; AID 720504, 2013; further: potency means the concentration at half of the fitted maximal effect; series mostly up to about 57 µM; on the % scale 0 is the no-effect control and ±100 the full control effect; nearly all actives have a fitted effect of over 65% in size
# FUS yeast rescue = qHTS for Suppressors of FUS Proteinopathy: Primary screen using FUS-linked yeast assay; AID 1347120, 2019; Potency, µM (titrated, usually from 76.6 µM), without a hit: at the highest dose growth rescue (activation), usual class: activators; 390,000 tested, 0.24% active; S. cerevisiae FUS-expressing, growth rescue, OD600, 24 h;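 further: potency means the concentration at half of the fitted maximal effect; plate controls were DMSO vehicle for no effect and reference control for full effect; nearly all actives have a fitted effect of over 55% in size; some results filed as inactive show a strong effect at the top dose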
#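 Quantitative HTS measuring growth restoration of FUS-toxic yeast. Galactose-induced cells (OD 0.005) were exposed 24hr at 30C to compounds at several concentrations, then absorbance at 600 nm was recorded.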
# EPAC1 agonist = qHTS for Agonist of cAMP-regulated guanine nucleotide exchange factor 3 (EPAC1): primary screen; Rap guanine nucleotide exchange factor 3 (Homo sapiens), O95398; EPAC1 agonist qHTS, biochemical assay; response scale: 100% = response to 6.5 mM cAMP; Potency, µM (top dose mostly 154 µM), inactives show at the top dose activation, actives largely listed as activators; 360,000 tested, 0.073% active; AID 720707, 2013; further: potency means the concentration at half of the fitted maximal effect; nearly all actives have a fitted effect of over 60% in size
# Target sequence (O95398 whole entry, looked up): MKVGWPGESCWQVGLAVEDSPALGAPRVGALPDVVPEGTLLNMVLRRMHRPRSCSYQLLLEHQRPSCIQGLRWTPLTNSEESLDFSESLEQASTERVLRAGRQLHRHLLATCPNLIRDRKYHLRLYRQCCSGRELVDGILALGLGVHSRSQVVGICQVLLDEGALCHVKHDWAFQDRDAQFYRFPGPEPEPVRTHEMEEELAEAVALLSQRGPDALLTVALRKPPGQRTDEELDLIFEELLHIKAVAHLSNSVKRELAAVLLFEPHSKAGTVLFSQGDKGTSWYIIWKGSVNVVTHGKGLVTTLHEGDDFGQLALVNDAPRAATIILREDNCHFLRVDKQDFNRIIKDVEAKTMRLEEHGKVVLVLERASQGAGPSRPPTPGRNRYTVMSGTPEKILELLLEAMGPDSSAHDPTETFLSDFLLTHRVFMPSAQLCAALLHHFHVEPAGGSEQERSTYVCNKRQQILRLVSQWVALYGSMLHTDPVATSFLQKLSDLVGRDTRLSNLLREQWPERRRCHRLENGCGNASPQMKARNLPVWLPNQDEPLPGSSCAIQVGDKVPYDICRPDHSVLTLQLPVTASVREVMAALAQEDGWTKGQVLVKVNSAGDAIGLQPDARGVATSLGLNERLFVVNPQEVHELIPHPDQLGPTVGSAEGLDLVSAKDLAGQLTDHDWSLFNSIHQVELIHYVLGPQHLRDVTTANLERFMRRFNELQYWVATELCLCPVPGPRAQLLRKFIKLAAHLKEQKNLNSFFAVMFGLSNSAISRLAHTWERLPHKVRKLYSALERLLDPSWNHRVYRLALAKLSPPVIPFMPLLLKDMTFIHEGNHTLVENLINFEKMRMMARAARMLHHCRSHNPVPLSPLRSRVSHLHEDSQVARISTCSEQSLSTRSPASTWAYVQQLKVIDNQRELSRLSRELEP
#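 Fluorescent GDP-exchange assay: 100 nM EPAC1 with 250 nM Rap1B preloaded with BODIPY-GDP and 50 uM GDP; compounds tested as concentration series, 5 min at room temperature, then read every 5 min for 30 min (ex 480/em 540 nm); normalized to 6.5 mM cAMP.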
# PI5P4K alpha inh = qHTS for Inhibitors of phosphatidylinositol 5-phosphate 4-kinase (PI5P4K); Phosphatidylinositol 5-phosphate 4-kinase type-2 alpha (Homo sapiens), P48426; PI5P4Kalpha enzyme, ADP-Glo luminescence, 60 min; active compounds read low; max response, %; 330,000 tested, 1.2% active; AID 652105, 2013; active means max response of -50% or lower; inconclusive means between -30% and -50%; inactive means -30% or higher; further: value at the top dose of about 77 µM; on the % scale 0 is the no-effect control and ±100 the full control effect
#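 ADP-Glo luminescence end-point after a 60 min room-temperature kinase reaction. PI5P4Kalpha and substrate in HEPES pH 7.4 buffer with EGTA, 0.1% CHAPS and 5% DMSO; ATP at 5 microM final.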
# WRN helicase inh = qHTS for Inhibitors of WRN Helicase. 360,000 tested, 0.46% active. Bifunctional 3'-5' exonuclease/ATP-dependent helicase WRN (Homo sapiens), Q14191. WRN helicase unwinding, fluorescent forked duplex, kinetic. Potency, µM (doses to about 114 µM), for inactives: at the highest dose activity change, negative = inhibition, most hits filed as inhibitors; further: potency means the concentration at half of the fitted maximal effect; on the % scale 0 is the no-effect control and ±100 the full control effect; nearly all actives have a fitted effect of over 55% in size
#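 Kinetic fluorescence helicase assay: unwinding of a quenched forked DNA duplex (100 nM final) with 2 mM ATP final raises red fluorescence (525/598 nm). Compounds sat 15 min at room temperature with 20 nM WRN beforehand.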
# Abeta yeast res = qHTS for compounds that reverse cellular toxicity of Amyloid beta (A-beta) peptide in yeast: Primary Screen; yeast expressing A-beta42, growth rescue, OD600, 48 h; response scale: 0% DMSO, 100% iron-clioquinol control; Potency, µM (titrated, usually from 46.1 µM), for the others: at the top dose growth rescue, most hits filed as activators; 410,000 tested, 0.063% active; AID 1347071, 2019; further: potency means the concentration at half of the fitted maximal effect; nearly all actives have a fitted effect of over 55% in size
#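 Yeast A-beta toxicity model in growth medium with pinned compounds, 48 h at 30 C; growth read as absorbance at 600 nm. Normalized to FeCl3/clioquinol equimolar mix (positive) and DMSO (negative).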
# EPAC1 antag = qHTS for Antagonist of cAMP-regulated guanine nucleotide exchange factor 3 (EPAC1): primary screen; Rap guanine nucleotide exchange factor 3 (Homo sapiens), O95398; EPAC1 GEF assay, Rap1b-BODIPY-GDP exchange fluorescence; Potency, µM (titrated, usually from 115 µM), inactives show at the highest dose activity change, negative = inhibition, most hits filed as inhibitors; 360,000 tested, 0.14% active;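 further: potency means the concentration at half of the fitted maximal effect; plate controls were vehicle for no effect and positive control for full effect; nearly all actives have a fitted effect of over 50% in size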
# The depositor's hits bear a star; ? = inconclusive; · = not tested or not shown; & = joins results of further samples; [ ] = remark or other dose. Unless noted, the call rests on the fitted dose curve; in most records, active means well fitted curve in the direction sought with a large enough effect; inconclusive means small, poorly fitted or top-dose-only effect, or another doubt; inactive means no such curve, though single readings can be large; an effect the other way counts as inactive or inconclusive.
compound	FUS yeast rescue	PI5P4K alpha inh	Abeta yeast res	EPAC1 agonist	WRN helicase inh	IL2 activator	EPAC1 antag	PLK1 PBD inh
COc1ccc(/C=C/C(=O)Nc2ccc(-n3nncc3-c3ccccc3)cc2)cc1OC	?	-22	3%	0%	-3%	-2.4	0%	-19%
COCCn1c(C)cc(C(=O)COC(=O)CCS(=O)(=O)c2ccc(C)cc2)c1C	27%	-1	16%	5%	4%	0.2	-25%	-5%
Nc1c(C(=O)O)ccc2c1C(=O)c1ccccc1C2=O	29%	-69*	-20%	-7%	?	0.4	-20%	-4%
NC(Cc1ccc(F)cc1)c1csc(Nc2nncc3ccccc23)n1 (stereo unspecified)	19%	-2	-15%	-4%	-2%	-0.5	-8%	-2%
CC(=O)c1cccc(N2C(=NC(=O)CCc3ccccc3)SC3CS(=O)(=O)CC32)c1 (stereo unspecified)	39%	1	4%	12%	8%	-3.1	15%	-16%
NC(=S)n1[nH]c(-c2ccc([N+](=O)[O-])cc2)c(N=Nc2ccc(O)cc2)c1=O	?	-28	1%	-5%	-16%	0.3	-17%	?
CCC1Oc2ccc(C)cc2N(CC(=O)N(Cc2ccc3c(c2)OCO3)CC2CCCO2)C1=O (stereo unspecified)	34%	·	15%	17%	-2%	-2.2	-2%	1%
CN(N)C(=S)NCc1ccccc1	12%	·	-19%	9%	-9%	1.8	6%	-8%
CCOC(=O)C1(Cc2cccc(OC)c2)CCCN(C(=O)c2cc(C)oc2C)C1 (stereo unspecified)	28%	8	-10%	-5%	-3%	-1.3	2%	-5%
CC(C)OC(=O)c1cccc(C(=O)O)n1	-23%	-8	-1%	-2%	3%	0.5	14%	2%
CCOCCn1c(SCCCc2ccccc2)nc2c1c(=O)[nH]c(=O)n2C	19%	5	7%	1%	-8%	-1.6	-4%	?
C[C@H](CO)N1C[C@H](C)[C@H](CN(C)C(=O)OCc2ccccc2)OCc2cnnn2CCCC1=O	-14%	7	3%	11%	-5%	0.3	8%	-4%
CCc1cccc(OCC(=O)N(C)CC(=O)Nc2cccc(F)c2)c1	12%	10	8%	2%	-6%	-1.5	-3%	3%
C=CCOc1c(OC)cc(/C=N/Nc2cccc(C(=O)O)c2)c(Br)c1Br	·	-10	-39%[inhibitor]	-2%	-24%	0.0	-21%	30µM*
CCCCN1C2=C(C(=O)CCC2)C(c2ccc(Cl)c(Cl)c2)C2=C1c1ccccc1C2=O (stereo unspecified)	14%	-14	10%	-3%	0%	-1.1	9%	-14%
CCC(NS(=O)(=O)c1cnn(CC)c1)c1ccccc1 (stereo unspecified)	6%	1	-7%	0%	10%[57.1 µM]	1.0	-2%	0%
CNC(=O)/C=C1\NC(C)(C)Cc2c1ccc1ccccc21	-8%	-4	-2%	-2%	-27%[57.1 µM]	-0.6	-4%	-13%
Cc1occc1C(=O)NCc1ccccn1	5%	-1	7%	8%	-6%	-0.8	-10%	-15%
CCOc1ccc(-n2cnnn2)cc1S(=O)(=O)NCCc1ccc(OC)c(OC)c1	-4%	·	6%	7%	-11%	-0.5	-1%	-2%
CN1CCc2c(sc3nc(NN)n(-c4ccc(Cl)cc4)c(=O)c23)C1	-9%	?	-18%	-8%	2%	-0.4	-6%	-16%

# A stretch from further up, as a working copy:
compound	FUS yeast rescue	PI5P4K alpha inh	Abeta yeast res	EPAC1 agonist	WRN helicase inh	IL2 activator	EPAC1 antag	PLK1 PBD inh
CN(N)C(=S)NCc1ccccc1	12%	·	-19%	9%	-9%	1.8	6%	-8%
CCOC(=O)C1(Cc2cccc(OC)c2)CCCN(C(=O)c2cc(C)oc2C)C1 (stereo unspecified)	28%	8	-10%	-5%	-3%	-1.3	2%	-5%

# Continued.
compound	FUS yeast rescue	PI5P4K alpha inh	Abeta yeast res	EPAC1 agonist	WRN helicase inh	IL2 activator	EPAC1 antag	PLK1 PBD inh
COc1ccccc1C(=O)N=Nc1c(O)[nH]c2ccc([N+](=O)[O-])cc12	-9%	-30	-8%	4%	-13%	2.9	1%	-18%
COCCn1nnnc1C(c1cccs1)N1CCN(c2nc3ccccc3s2)CC1 (stereo unspecified)	42%	·	-16%	2%	1%	-1.4	-18%	-12%
COc1cccc(CNC(=O)CCS(=O)(=O)c2ccc3c(c2)NC(=O)C(C)S3)c1 (stereo unspecified)	7%	1	-12%	1%	-3%	-0.9	0%	-8%
CCOc1ccc2nc(SCc3ccc(C(=O)OC)o3)[nH]c2c1	3%	1	4%	-6%	1%	0.6	-1%	-6%
CCOC(=O)c1ccc(NC(=O)c2nc[nH]c2C(=O)N[C@@H](CC(C)C)C(=O)OCc2ccccc2)cc1	28%	19	1%	-11%	-15%	-0.6	-15%	-2%
Cc1ccc(-c2csc(N(CCO)CCCn3c(C(F)(F)F)nc4ccccc43)n2)cc1	40%	33	21%	-11%	-3%	0.1	-16%	-10%
Cc1ccc(/C=C2/SC(=S)N(CCC(=O)N3CCOCC3)C2=O)cc1	14%	-7	1%	-3%	6%	-0.6	-7%	1%
CCc1ccccc1NC(=O)Cn1nnc(C(=O)NCc2cccs2)c1N	24%&2%	2	5%&-4%	4%	-18%	-1.0	-7%	-6%
CCc1nc(Nc2ccc(O)cc2)c2oc3ccccc3c2n1	10%	1	9%	-7%	-21%	-3.9	-17%	1%
CCN(CC)S(=O)(=O)c1cc(Br)ccc1OC	16%	·	0%	5%	2%	-0.5	1%	-2%
CC(C#N)(NC(=O)CN1CCN(S(=O)(=O)c2ccc(Br)cc2Cl)CC1)C1CC1 (stereo unspecified)	8%	-3	28%	5%	0%	0.0	8%	0%
O=C(CSc1nc2ncccc2[nH]1)NC1CCCCC1	16%	-1	7%	1%	5%	1.9	-12%	?
COC(CNC(=O)CCc1c(C)nc2c(-c3ccccc3)c(C)nn2c1C)OC	6%	-1	7%	3%	4%	-1.5	-15%	4%
Cc1ccc(NC(=S)N2CCCC(CO)C2)c(C)c1 (stereo unspecified)	16%	3	-7%	-8%	18%	-0.8	-17%	-15%
O=C(Nc1nccs1)c1ccccc1Br	-19%	-2	-3%	-13%	3%	4.3	-11%	0%
Cc1ccc(Cn2ccnc2SCC(=O)NC2CCCC2)cc1	5%&-8%	-9	11%&-1%	1%	-6%	0.6	-1%	4%
Nc1c(C(=O)CSc2n[nH]c(-c3ccccc3Br)n2)c(=O)[nH]c(=O)n1C1CC1	4%	-2	-12%	-14%	1%	1.5	-10%	-3%
Cc1cc(C)n2nc(SCC(=O)N(C)C3CCCCC3)nc2n1	14%	-8	2%	-2%	2%	-3.2	5%	-8%
O=C(Cn1nc(C(=O)O)c2ccccc2c1=O)Nc1ccc(F)cc1	4%	0	-1%	5%	-11%	1.0	-1%	3%
CCOC(=O)C1=C(CS(=O)(=O)c2ccccc2)NC(=O)NC1c1ccccc1OCC (stereo unspecified)	-8%	-5	2%	-8%	2%	0.4	-3%	-17%
Cc1ccc(-c2nn3c(C)nnc3c3ccccc23)cc1S(=O)(=O)NCc1ccco1	3%	·	12%	1%	-15%	1.8	0%	-12%
Cn1c(=O)[nH]c(=O)c2c1nc(N1CCCCCC1)n2CCCSc1nc2ccccc2o1	-35%	-4	-4%	-7%	4%	-1.5	12%	-1%
CCc1nnc(NC(=O)C2c3ccccc3Oc3ccccc32)s1	17%	14	25%[9.22 µM]	5%	-24%	-4.4	5%	-5%
CCOC(=O)C1CCN(Cc2c(C(=O)N3CCOCC3)nc3c(C)cccn23)CC1	12%	2	-12%	0%	-6%	-0.4	6%	3%
c1ccc2c(c1)Cc1ccccc1O2	-41%	-1	-24%	-35%[inhibitor]	7%	0.2	11%	-5%
COC(=O)c1[nH]c2cc(OC)ccc2c1NC(=O)CN1CCC(C(N)=O)(N2CCCCC2)CC1	-4%	0	28%	-9%	-14%[57.1 µM]	3.7	11%	0%
O=C(O)c1cc2cccc(S(=O)(=O)N3CCOCC3)c2cc1O	25%	-73*	-9%	-5%	4%	-1.4	-7%	-2%
CSc1nnc(C2CCCN2)n1C (stereo unspecified)	22%	-15	-12%	0%	1%	-0.3	11%	-6%

# Single records, as listed above. Order of screens: FUS yeast rescue | PI5P4K alpha inh | Abeta yeast res | EPAC1 agonist | WRN helicase inh | IL2 activator | EPAC1 antag | PLK1 PBD inh
# O=C(O)c1cc2cccc(S(=O)(=O)N3CCOCC3)c2cc1O is entered as 25% | -73* | -9% | -5% | 4% | -1.4 | -7% | -2%
# CSc1nnc(C2CCCN2)n1C (stereo unspecified) is entered as 22% | -15 | -12% | 0% | 1% | -0.3 | 11% | -6%
# CCOC(=O)C1CCN(Cc2c(C(=O)N3CCOCC3)nc3c(C)cccn23)CC1 is entered as 12% | 2 | -12% | 0% | -6% | -0.4 | 6% | 3%
# CCc1nnc(NC(=O)C2c3ccccc3Oc3ccccc32)s1 is entered as 17% | 14 | 25%[9.22 µM] | 5% | -24% | -4.4 | 5% | -5%

# Rewritten field by field: entries from further up
SMILES: CCOC(=O)C1CCN(Cc2c(C(=O)N3CCOCC3)nc3c(C)cccn23)CC1
  FUS yeast rescue: 12%	PI5P4K alpha inh: 2	Abeta yeast res: -12%	EPAC1 agonist: 0%	WRN helicase inh: -6%	IL2 activator: -0.4	EPAC1 antag: 6%	PLK1 PBD inh: 3%

SMILES: COC(=O)c1[nH]c2cc(OC)ccc2c1NC(=O)CN1CCC(C(N)=O)(N2CCCCC2)CC1
  FUS yeast rescue: -4%	PI5P4K alpha inh: 0	Abeta yeast res: 28%	EPAC1 agonist: -9%	WRN helicase inh: -14%[57.1 µM]	IL2 activator: 3.7	EPAC1 antag: 11%	PLK1 PBD inh: 0%

SMILES: Cn1c(=O)[nH]c(=O)c2c1nc(N1CCCCCC1)n2CCCSc1nc2ccccc2o1
  FUS yeast rescue: -35%	PI5P4K alpha inh: -4	Abeta yeast res: -4%	EPAC1 agonist: -7%	WRN helicase inh: 4%	IL2 activator: -1.5	EPAC1 antag: 12%	PLK1 PBD inh: -1%
